High-throughput results: PubChem BioAssay, several laboratories
M4 PAM: human M4 muscarinic receptor positive allosteric modulators, primary screen, CHO-K1 cells, Fluo-8 calcium fluorescence; 360,000 tested, 0.4% active; activation, % at 3 µM; CHO-K1 hM4/Gqi5, ACh EC20; 0% = ACh EC20, 100% = maximal ACh;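 active means activation above its plate's cutoff, the mean activation of sample wells plus 3 SD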; further: some results filed as inactive read as strong as hits
Target sequence (P08173 whole entry, looked up): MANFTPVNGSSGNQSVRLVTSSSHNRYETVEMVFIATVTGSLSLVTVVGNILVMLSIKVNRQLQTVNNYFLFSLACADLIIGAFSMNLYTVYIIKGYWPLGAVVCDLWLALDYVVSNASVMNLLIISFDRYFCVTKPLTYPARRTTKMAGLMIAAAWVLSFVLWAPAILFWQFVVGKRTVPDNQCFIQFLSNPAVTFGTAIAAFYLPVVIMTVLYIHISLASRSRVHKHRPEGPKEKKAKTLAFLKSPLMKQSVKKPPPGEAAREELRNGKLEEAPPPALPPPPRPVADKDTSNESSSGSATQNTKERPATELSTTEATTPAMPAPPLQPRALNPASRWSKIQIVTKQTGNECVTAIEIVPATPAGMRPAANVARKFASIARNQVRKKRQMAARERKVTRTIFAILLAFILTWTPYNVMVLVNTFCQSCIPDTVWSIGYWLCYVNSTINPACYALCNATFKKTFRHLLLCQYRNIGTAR
CRFBP-R2 block: antagonists of CRF-BP/CRF-R2 complex, primary screen, cell-based, HEK293, calcium dye fluorescence, uHTS. CRF-induced calcium fluorescence. inhibition, % at 11.8 µM. 350,000 tested, 0.59% active. AID 588475, 2011;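 active means inhibition of the ligand-induced calcium signal above about 50% at the single tested concentration, limit read from the data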
IDE inh: human IDE inhibitors in live cells, primary screen, fluorescence polarization, HEK cells, FAbetaB substrate | Insulin-degrading enzyme (Homo sapiens), P14735 | FAbetaB cleavage | inhibition, % at 5.59 µM | 320,000 tested, 0.41% active | AID 434962, 2010;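 active means percent inhibition above the average of all tested compounds plus 3 SD, set per screening campaign, cut at about 16% in these data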;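 further: IDE supplied by intact live HEK cells; FP after avidin binding of uncleaved biotin substrate so inhibition keeps polarization high; 0% = DMSO wells and 100% = 60 µM reference IDE inhibitor Ii1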
MEKK3 PB1 HTS: modulators of MEKK3-MEK5 PB1 binding, primary screen, biochemical, wildtype MEKK3, multiplex bead flow cytometry, Alexa488-MEK5. Mitogen-activated protein kinase kinase kinase 3 (Homo sapiens), Q99759. bead-based flow cytometry, Alexa488-MEK5 binding to MEKK3; actives lie on both sides; 0 = blocked by unlabeled MEK5, 100 = vehicle. binding response (% of control), % at 10 µM. 290,000 tested, 1.4% active. AID 1529, 2009;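 active means binding response more than 3 SD above or below the average of its plate-row segment, actives on both sides; inconclusive means wells at one plate position flagged as instrument error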;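 further: Alexa488 bead fluorescence after subtracting the streptavidin-only scavenger bead signal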
Target sequence (Q99759 whole entry, looked up): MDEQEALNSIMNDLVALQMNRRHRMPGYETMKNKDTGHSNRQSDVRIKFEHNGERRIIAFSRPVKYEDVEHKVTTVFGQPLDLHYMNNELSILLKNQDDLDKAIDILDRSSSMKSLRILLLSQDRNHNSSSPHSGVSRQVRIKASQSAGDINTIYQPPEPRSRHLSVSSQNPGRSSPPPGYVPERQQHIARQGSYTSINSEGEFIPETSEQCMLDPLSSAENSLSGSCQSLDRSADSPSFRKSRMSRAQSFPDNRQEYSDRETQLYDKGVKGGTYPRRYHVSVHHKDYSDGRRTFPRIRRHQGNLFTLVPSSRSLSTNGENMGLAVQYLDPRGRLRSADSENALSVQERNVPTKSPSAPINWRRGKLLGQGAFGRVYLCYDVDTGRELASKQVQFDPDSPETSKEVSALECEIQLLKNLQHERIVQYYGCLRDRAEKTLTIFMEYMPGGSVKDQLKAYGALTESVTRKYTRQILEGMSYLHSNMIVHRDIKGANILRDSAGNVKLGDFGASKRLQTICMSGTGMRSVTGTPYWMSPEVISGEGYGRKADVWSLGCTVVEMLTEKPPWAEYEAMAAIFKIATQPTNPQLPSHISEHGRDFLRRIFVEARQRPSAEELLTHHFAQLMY
GalR3 antag: GalR3 antagonists in HEK293 cells, primary screen, cell-based, fluorescence readout; Galanin receptor type 3 (Homo sapiens), O60755; 360,000 tested, 0.44% active; HEK293 GalR3-CNG cAMP membrane potential fluorescence; galR3 body fused to GalR1 C-terminus; inhibition, % at 3 µM;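 active means inhibition above the screen-wide average plus 3 SD, cut at about 13% in these data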;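 further: forskolin and galanin both at EC90 stimulate the cells; cAMP rise reported by CNG channel membrane potential dye signal; 0% = forskolin plus galanin with DMSO and 100% = forskolin alone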
p-CIP stab down: p/CIP-EGFP fusion destabilizers, primary screen, fluorescence, F442A cells | AID 1984, 2009 | decrease of EGFP signal, % at 10 µM | 290,000 tested, 0.01% active | 16 h | Q05BA5;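 active means EGFP signal decrease of at least 30% at 10 µM or well 3 SD below plate mean, unless failing retest; inactive means the rest, including hits failing retest or dose response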; further: some compounds called inactive have numbers as strong as hits; many of its hits are not listed in these tables
PHOSPHO1 inh: PubChem AID 1565; recombinant PHOSPHO1, absorbance phosphatase assay; inhibition, % at 13.3 µM; 290,000 tested, 1.1% active; in the data active means inhibition above about 60%
CRFR2-BP ag: agonists of CRF-BP/CRF-R2 complex, primary screen, cell-based, HEK293, calcium dye fluorescence, uHTS. calcium dye fluorescence (FLIPR); percent of saturating CRF peptide response. activation, % at 13.2 µM. 350,000 tested, 0.46% active. CRF-binding protein / CRF receptor 2 complex (human);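 active means activation of at least 50%, plus an integration ratio under a set limit after plate pattern correction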;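 further: plate controls were neutral control wells without compound for no effect and CRF at EC100 for full effect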
IDE cell activ: human IDE activators in live cells, primary screen, fluorescence polarization, HEK cells, FAbeta-B substrate; 340,000 tested, 0.073% active; activation, % at 5.96 µM; AID 493087, 2011; Insulin-degrading enzyme (Homo sapiens), P14735; FAbeta-B cleavage; 0% vehicle, 100% cell-free pure enzyme wells;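 active means activation above the mean of all tested compounds plus 3 SD, set per screening campaign, cut at about 17% in these data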
Starred values were filed as active, the others as inactive; ? = inconclusive; . = no result given.

The line under a structure holds: M4 PAM	CRFBP-R2 block	IDE inh	MEKK3 PB1 HTS	GalR3 antag	p-CIP stab down	PHOSPHO1 inh	CRFR2-BP ag	IDE cell activ
- O=C(c1ccc(N2C(=O)C3CC=C(Cl)CC3C2=O)cc1)N1CCCCC1 (stereo unspecified)
    1	4	2	89	2	10	12	1.1	0
- CN(Cc1ccccc1)C(=O)c1ccccc1Br
    -2	1	-2	104	2	12	-5	-1.3	2
- COc1ccc(NC(=O)CN(C2CCCCC2)S(C)(=O)=O)cc1Cl
    -9	-13	1	104	-4	3	-3	-0.2	0
- COc1ccc(C(=O)N/C(=C\c2cccc3ccccc23)C(=O)NCCc2c[nH]c3ccccc23)cc1OC
    2	-1	-4	99	3	-11	-6	-0.3	-3
- O=C(CCNC(=O)c1ccc(Br)cc1)OCc1ccccc1Cl
    12	23	2	.	-4	.	.	-1.4	-4
- CC(C)(C)C(=O)Oc1cccc(Nc2ncnc3ccccc23)c1
    -15	-7	-3	106	-14	-4	.	-1.6	2
- O=C(CN1C(=O)C2C3C=CC(C3)C2C1=O)OCC(=O)c1ccc(Br)cc1 (stereo unspecified)
    -2	6	0	99	3	7	33	2.4	2
- COc1ccc(C(=O)c2ccc(C)cc2)c(OC)c1OC
    -1	8	.	.	-3	.	.	-1.7	6
- CCCCN1C[C@H](Cc2ccccc2)[C@@H](CC(=O)Nc2ccc(OC)cc2)C1=O
    -2	11	.	.	-5	.	.	-1.1	.
- COCC(=O)N1CCC(Oc2cccc(C(=O)NCc3ccccn3)c2)CC1
    3	15	2	96	0	7	24	-0.2	-3
- Cc1ccc(Cn2ccc(NC(=O)c3cc(-c4ccc(Br)cc4)on3)n2)cc1
    7	-5	0	101	1	-7	3	2.8	6
- O=C(NCCN1CCCC1)c1ccc2c(c1)N(Cc1ccc(F)cc1)C(=O)c1ccccc1S2=O (stereo unspecified)
    -6	-9	1	108	.	-16	-9	0.0	6
- CCCCN(C)CCNC(=O)CN1C(=O)CSc2ccc(S(=O)(=O)N3CCOCC3)cc21
    3	-19	2	105	-9	3	30	-2.2	7
- COc1cc(OC)c(C2=NOC(C(=O)Nc3c(C)nn(CC(=O)N4CCCC4)c3C)C2)cc1Cl (stereo unspecified)
    7	-7	-8	80	-9	-41	2	-0.6	-4
- O=[N+]([O-])c1ccccc1S(=O)(=O)Nc1ccc(-c2ccc(N3CCOCC3)nn2)cc1
    13	2	8	.	-5	.	.	-1.9	-2
- CC(C)=NNc1nc(-c2ccccc2)cs1
    8	-8	1	106	-4	-16	3	-1.3	1
- COC(=O)[C@H](CCSC)NC(=O)NC1CC1
    -5	17	7	94	-1	2	37	4.9	2
- CN(CC(=O)Nc1ccc(F)cc1)C(=O)Cn1nnc(-c2ccccc2)n1
    10	2	5	99	0	-2	32	1.0	-2
- Cc1cc(C)c2nc(-c3ccncc3)cc(C(=O)N3CCN(Cc4ccccc4Cl)CC3)c2c1
    -9	-2	1	103	5	-8	57	2.5	-1
- Cc1ccc(S(=O)(=O)CC(C)(O)CS(=O)(=O)c2ccc(C)cc2)cc1
    -3	31	3	103	-6	-6	34	0.3	2
- C[C@@H]1CN([C@H](C)CO)C(=O)CCCn2cc(nn2)CO[C@H]1CN(C)C(=O)Nc1cccc(Oc2ccccn2)c1
    -2	6	.	.	0	.	.	-0.4	.
- CCOC(=O)N1CCC(c2cc(=O)n(-c3ccccc3)[nH]2)CC1
    -2	22	9	103	-4	0	5	1.9	3
- COc1ccccc1/C=C(\C#N)C(=O)c1cccn1C
    3	-14	0	99	-14	-3	6	0.0	-1
- O=[N+]([O-])c1ccc(Sc2nccn2Cc2ccccc2)c([N+](=O)[O-])c1
    -2	22	-2	103	-1	-7	21	0.0	-3
- O=C1S/C(=C\c2ccc(N3CCOCC3)o2)C(=O)N1Cc1ccc(F)cc1
    -2	-9	7	107	.	-15	45	32	-29
- c1ccc(CCN(Cc2ccccc2)C2CCN(C3CCCC3)CC2)cc1
    -14	3	-2	105	-2	6	8	4.8	1
- COc1cc(C2C3C(=O)N(c4ccccc4)C(=O)C3ON2c2ccccc2)cc(OC)c1OC (stereo unspecified)
    9	-8	3	114	-3	-14	-6	1.3	2
- O=c1c2ccccc2nc(SCc2nnc(-c3ccccc3)o2)n1-c1ccccc1
    9	6	-7	96	-8	-9	11	0.8	-4
- CN(CCOc1ccccc1)C(=O)c1cc(S(=O)(=O)N2CCOCC2)c(Cl)cc1Cl
    -11	-9	.	.	0	.	.	0.1	.
- COC(=O)CCN1CCC2CC1c1cc(Cl)ccc12 (stereo unspecified)
    1	-2	.	.	-5	.	.	2.2	-2
- CC1CCN(S(=O)(=O)c2ccc(-c3nnc(SCc4cccnc4)o3)cc2)CC1
    -7	18	0	96	7	2	-1	-0.8	5
- COC(=O)c1cc(S(=O)(=O)NCC2CCN(Cc3ccccc3F)CC2)c[nH]1
    0	-22	-3	105	-9	-12	7	2.2	3
- Cc1ccccc1C1(CCN2CCCCC2)CCOC(C)(C)C1 (stereo unspecified)
    -12	-6	4	101	-4	-3	2	0.4	-2
- COc1ccccc1N1CCN(C(=O)C2CCN(S(=O)(=O)c3ccc(F)cc3)CC2)CC1
    -5	9	-3	99	-4	-3	-2	-2.8	-2
- CCOC(=O)N1CCN(C(=O)C2CCN(S(=O)(=O)c3ccccc3)CC2)CC1
    5	18	2	102	-4	-14	14	0.4	4
- Cn1nnc2cc(C(=O)NC(C)(C)C)ccc21
    -9	13	6	100	-1	0	18	-0.1	2
- Cn1c(/C(C#N)=N/O)nc2ccccc21
    -1	2	3	97	0	-7	13	1.0	4
- Nn1c(-c2ccccc2)nc2ccccc2c1=O
    1	7	1	101	8	0	41	-1.7	4
- Cc1cc(C)nc(SCC(=O)c2ccc(O)c(O)c2)n1
    3	-2	2	108	1	-13	16	-1.6	-2
- O=C(C[n+]1cc(Br)cc2ccccc21)c1ccc(F)cc1
    -4	-21	3	94	-4	-2	19	21	4
- Cc1cc(C(=O)NNC(=O)c2cccc(N(C)C)c2)c(C)o1
    10	-4	-2	110	0	-13	46	-0.3	-2
- CCCCOc1cccc(C2C(C(=O)c3ccc(C)o3)=C(O)C(=O)N2Cc2ccco2)c1 (stereo unspecified)
    11	.	.	104	-1	-18	17	.	5
- COCCn1c(C)cc(/C=C(\C#N)C(=O)OCC(=O)N(C)c2c(N)n(Cc3ccccc3)c(=O)[nH]c2=O)c1C
    1	2	0	.	-4	.	.	1.4	2
- N#Cc1cc(-c2ccccc2)[nH]c1-c1nccc2ccccc12
    -7	20	3	93	-5	-18	-5	-0.8	-2
- Cc1ccc(NC(=O)C2=C(C(=O)O)CCCC2)cc1Br
    3	13	5	107	-10	-14	34	-1.1	2
- CN(CC1CCN(CCc2cccc(C(F)(F)F)c2)CC1)C(=O)c1ccc(F)cc1
    -7	-5	4	98	-12	6	14	0.4	0
- CCO[C@@H]1OC(C(=O)N2CCN(C)CC2)=C[C@H](c2ccc(C(F)(F)F)cc2)[C@H]1CCCO
    8	-6	-4	105	-4	2	-4	1.1	3
- Cc1ccc(-c2cc(C(=O)Nc3cc(C(=O)O)ccc3C)c3ccccc3n2)cc1
    -12	3	-5	102	-2	-1	-16	-1.2	.
- CC(=O)c1c(C)nc(Nc2nc3ccccc3s2)nc1C
    -2	12	-4	96	-1	3	3	-1.2	.
- Cc1ccc2c(c1)N(CC(=O)NCC1CCCO1)C(=O)C(C)O2 (stereo unspecified)
    7	15	-1	93	-4	-2	2	-0.6	1

The list goes on.
The line under a structure holds: M4 PAM	CRFBP-R2 block	IDE inh	MEKK3 PB1 HTS	GalR3 antag	p-CIP stab down	PHOSPHO1 inh	CRFR2-BP ag	IDE cell activ
- S=c1[nH]nc(-c2cccc(Cl)c2)n1Cc1ccccc1
    -2	4	3	97	-1	-8	69*	-1.9	-8
- CCCC(=O)Nc1ccc(Cl)c(NC(=O)c2cccc(OC)c2)c1
    2	-15	3	102	-5	-18	23	-0.8	4
- COc1ccc(CNC(=O)Cc2ccc(-c3ccccc3)cc2)cc1OC
    -2	5	11	101	-7	-5	12	-0.3	-3
- CC1Cc2cc(/C=C3/SC(=S)N(C)C3=O)ccc2O1 (stereo unspecified)
    -1	8	10	100	-8	-5	25	-1.8	.
- CN1CCc2c(sc(NC(=O)C3COc4ccccc4O3)c2C(N)=O)C1 (stereo unspecified)
    5	-14	2	101	-3	0	-28	2.9	4
- c1ccc(SC23CC4CC(CC(C4)C2)C3)nc1
    3	-39	.	.	-1	.	.	0.7	.
- O=C(O)C(CCc1ccccc1)N1C(=O)c2ccccc2C1=O (stereo unspecified)
    10	-6	.	.	-1	.	.	-1.7	2
- O=C(Nc1ccc(F)c(F)c1)c1cc(S(=O)(=O)N2CCN(c3ccccn3)CC2)ccc1F
    6	-15	-2	107	-1	3	8	7.9	4
- O=C(Cn1cnc2c(nnn2-c2ccccc2)c1=O)N1CCCc2ccccc21
    4	-38	1	107	.	4	12	32	6
- O=C(NNC(=O)c1ccc(-n2cncn2)c([N+](=O)[O-])c1)c1cccc(Cl)c1
    2	3	6	.	-2	.	.	0.2	3
- Cc1c(Cl)c([N+](=O)[O-])nn1CCCC(=O)Nc1cc(Oc2ccccc2)cc([N+](=O)[O-])c1
    12	59*	1	104	2	-6	1	-0.8	-1
- O=c1[nH]cnc(O)c1C1C=CC=CC=C1
    10	1	.	.	-1	.	.	0.6	0
- Cc1cc2c3c([nH]c2cc1S(=O)(=O)NCc1ccc(CN2CCCCCC2)o1)CC(C)(C)CC3=O
    -21	-2	1	101	-8	6	28	-0.2	1
- COc1ccc(C(=O)N2[C@@H](C(C)C)COc3cc(Br)ccc3S2(=O)=O)cc1
    -10	14	.	.	-5	.	.	-1.0	2
- COP(=O)(OC)c1nc(-c2ccccc2)oc1N1CCOCC1
    -3	2	3	103	6	10	-12	0.0	4
- CC1CCN(c2ccc([N+](=O)[O-])c(SCCO)c2)CC1
    1	8	0	?	-6	-11	56	-1.0	.
- Cc1nc(NC(=O)COC(=O)c2cc3c(s2)CCC(C)C3)c(Cl)cc1Cl (stereo unspecified)
    7	5	4	85	-6	-4	-3	0.0	0
- Cc1ccc(S(=O)(=O)N2CCN(C(=O)CCn3cncn3)CC2)cc1
    -1	11	3	100	5	-14	23	-0.3	-3
- O=C(Nc1cccc(Cl)c1)c1ccc(F)c(S(=O)(=O)NCc2ccc3c(c2)OCO3)c1
    -11	-31	-3	107	1	0	0	-2.4	-2
- O=C(Nc1nnc(SCC(=O)N2CCCCC2)s1)c1cccs1
    6	25	0	103	0	-14	74*	-1.4	-1
- CCN(CC(=O)Nc1ccccc1C(F)(F)F)C(=O)C1CCC1
    5	13	1	.	3	.	.	-0.2	8
- CCOCCCN(CC(=O)NC1CCCC1)C(=O)C(=O)Nc1ccc2c(c1)OCCO2
    7	97*	1	97	-5	-10	43	0.3	4
- Cc1ccc(NC(=S)NCC2CCN(C(C)c3ccccc3)C2)cc1 (stereo unspecified)
    -4	11	-2	106	-5	-4	-29	0.8	1
- Cc1c(C(=O)Nc2ccc(-n3cnnn3)cc2)oc2ccccc12
    1	-10	0	89	-13	-7	-12	-1.5	-3
